Screening results as filed in PubChem BioAssay.
KKLEB tox = counter-screen for CF NF-kB inhibitors: cytotoxicity | KKLEB CF airway cells viability, ATPlite luminescence, overnight; stronger effect = lower value; cells stimulated with P. aeruginosa culture filtrate | activity change (cytotoxicity), % at 5 µM | actives 0.36% (n = 360,000);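 active = corrected activity change at or below -50% at 5 µM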
HIF-2a block = inhibitors of HIF-2a | AID 624352 | 786-0 RCC cells HIF-2a reporter, luciferase luminescence, overnight | inhibition, % at 18.8 µM | actives 0.72% (n = 360,000);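 active = inhibition of the luminescence signal of 40% or more relative to plate controls, in a single-dose primary screen at 18.75 µM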
PDI inh = PDI (human) enzyme inhibition; PDI insulin aggregation turbidity, A650, 90 min; inhibition, % at 10 µM; actives 0.052% (n = 350,000);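 active = mean inhibition across replicates of 30% or more, whatever share of single replicates reach that level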;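 note: absorbance from insulin aggregation driven by PDI reduction with DTT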
Target sequence (P07237 whole entry, looked up): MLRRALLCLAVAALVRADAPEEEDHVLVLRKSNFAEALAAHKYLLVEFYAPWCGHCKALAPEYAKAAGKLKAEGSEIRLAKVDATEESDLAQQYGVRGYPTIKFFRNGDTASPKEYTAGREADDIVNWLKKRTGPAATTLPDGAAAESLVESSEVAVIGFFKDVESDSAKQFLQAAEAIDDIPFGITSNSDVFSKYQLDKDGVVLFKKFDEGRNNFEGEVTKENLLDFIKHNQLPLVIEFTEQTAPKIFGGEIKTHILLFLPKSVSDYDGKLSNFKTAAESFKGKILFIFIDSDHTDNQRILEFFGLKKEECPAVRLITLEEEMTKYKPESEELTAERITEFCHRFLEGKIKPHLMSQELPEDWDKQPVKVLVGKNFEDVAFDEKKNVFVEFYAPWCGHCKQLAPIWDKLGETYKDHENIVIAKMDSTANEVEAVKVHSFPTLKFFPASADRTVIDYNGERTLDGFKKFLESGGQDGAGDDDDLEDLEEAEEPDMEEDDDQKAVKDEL
CaV13 ICDI inh = Disruptors of the CACNA1D IQ motif to Ca2+-dependent inactivation inhibitor domain association, primary screening, Förster resonance energy transfer in intact living … | AID 743397 | actives 0.098% (n = 340,000) | HEK cells, CFP/YFP FRET ICDI-IQ, plate reader, 10 min; percent FRET-ratio fall versus neutral wells | inhibition, % at 12.3 µM;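 active = mean replicate inhibition of at least 30% and at least 1% of replicates passing that level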;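 note: 0% = median of the neutral control wells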
Vif imaging = inhibitors of HIV Vif; HEK293T cells, Vif self-association by quenched fluorescence, imaging, 24 h; inhibition, % at 7.49 µM; actives 0.35% (n = 340,000); AID 602346; in the data active = inhibition above about 50%, passing the limit was not always enough; note: some results filed as inactive read as strong as hits
NR2E3 ag-1 = human photoreceptor-specific nuclear receptor agonism; Q9Y5X4; CHO-S Gal4-NCOR/VP16-NR2E3 two-hybrid, luciferase; inhibition of corepressor binding, % at 3.98 µM; actives 0.35% (n = 360,000); AID 602229;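 active = inhibition above the mean of all tested compounds plus 3 SD, cut at about 70% in these data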;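 note: 0% = DMSO with NR2E3 transfected cells and 100% = cells lacking NR2E3 construct; higher means lower luciferase signal from less NR2E3 corepressor binding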
Target sequence (Q9Y5X4 whole entry, looked up, the tested form may be a part): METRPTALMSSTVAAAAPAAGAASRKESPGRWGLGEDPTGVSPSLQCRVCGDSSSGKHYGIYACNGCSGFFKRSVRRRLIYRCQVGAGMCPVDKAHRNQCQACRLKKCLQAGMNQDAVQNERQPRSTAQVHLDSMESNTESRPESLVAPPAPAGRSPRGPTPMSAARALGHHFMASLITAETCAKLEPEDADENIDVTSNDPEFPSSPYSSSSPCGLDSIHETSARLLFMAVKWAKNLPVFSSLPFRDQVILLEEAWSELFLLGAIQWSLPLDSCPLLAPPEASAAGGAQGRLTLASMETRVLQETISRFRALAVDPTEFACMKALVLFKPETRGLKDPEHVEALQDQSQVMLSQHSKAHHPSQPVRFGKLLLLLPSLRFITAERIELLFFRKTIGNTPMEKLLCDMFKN
Peg3 promoter = reduces Peg3 promoter-driven luciferase expression in HeLa; inhibition, % at 20 µM; AID 588405; actives 1.7% (n = 360,000); HeLa PEG-Prom luciferase reporter, luminescence, overnight;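 active = inhibition of at least 50% at 20 µM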
Shn3 3UTR inh = reduces Shn3 3'UTR luciferase signal in osteoblasts | inhibition, % at 12.5 µM | actives 0.52% (n = 360,000) | Clone20 osteoblast Shn3 3'UTR firefly luciferase, 24 h | AID 588674;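 active = mean inhibition of at least 75% with every replicate also reaching 75%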;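 note: 0% = median of neutral control wells and 100% = pilot-screen positive control compound; some compounds past the cut are filed as inactive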
CF NFkB inh = blocks PAF-induced NF-kB reporter in cystic fibrosis cells | actives 0.86% (n = 360,000) | inhibition, % at 5 µM | KKLEB NF-kB-GFP reporter, GFP fluorescence overnight | AID 588850;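 active = at least 50% inhibition at 5 µM, scaled per plate between neutral and stimulator controls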;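 note: PAF is a Pseudomonas aeruginosa culture filtrate used as stimulus; plate controls were PAF-stimulated DMSO wells for no effect and unstimulated DMSO wells for full effect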
TRPM1 prom inh = MITF TRPM1 promoter inhibition in SK-MEL-5 cells | SK-MEL-5 TRPM1 promoter luciferase, 24 h | inhibition, % at 12.5 µM | actives 0.83% (n = 330,000) | AID 488899;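 active = mean inhibition across replicates of 60% or more, whatever share of single replicates reaches that level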; note: values of inactives mirror those of a sister screen read the other way
NR2E3 ag-2 = NR2E3 (human) agonism | actives 0.12% (n = 320,000) | GST-NR2E3/biotin-RetCOR TR-FRET, 1536-well | Q9Y5X4 | AID 2300 | inhibition of corepressor binding, % at 4.78 µM;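 active = percent inhibition above the cutoff of mean plus 3 SD of all tested compounds, set per screening campaign, cut at about 20% in these data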;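 note: 0% = DMSO wells and 100% = biotin wells as full block of FRET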
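System: GST-tagged NR2E3 plus biotinylated RetCOR corepressor; Amount: 1.35 nM GST-tagged NR2E3 final; Dosing: single nominal compound dose of 4.8 µM; Schedule: 5 h incubation at 4 °C; Technique: TR-FRET with europium anti-GST and streptavidin-D2, 340 nm excitation; Controls: biotin wells as high control, 0.6% DMSO wells as low control.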
The depositor's hits bear a star; . = no result given.

SMILES	KKLEB tox	HIF-2a block	PDI inh	CaV13 ICDI inh	Vif imaging	NR2E3 ag-1	Peg3 promoter	Shn3 3UTR inh	CF NFkB inh	TRPM1 prom inh	NR2E3 ag-2
O=C(Cn1c(=O)oc2cc(S(=O)(=O)N3CCCCCC3)ccc21)NC1CCCCCCC1	-21	10	14	-6	.	-1	12	10	9	.	0
CC(=O)c1ccc(N2CCN(CC(O)c3ccccc3)CC2)cc1 (stereo unspecified)	20	-13	5	-7	10	-1	5	8	-10	-10	0
COc1ccc(NC(=O)CCS(=O)(=O)c2ccccc2Cl)cc1S(=O)(=O)Nc1ccc(Cl)cc1	-9	44*	-4	-11	-3	-17	28	7	-10	1	-2
CC(C)CN(C(=O)c1cccc(Cl)c1)c1c(N)n(Cc2ccccc2)c(=O)[nH]c1=O	8	13	1	-7	-3	11	22	-40	-6	4	-1
C/C(=N\NC(=O)Cc1cccn1C)c1ccco1	-11	1	-4	-5	8	4	-2	.	-14	3	0
Cc1c(C(=O)OCC(=O)N2CC(C)CC(C)C2)oc2ccccc12 (stereo unspecified)	1	-25	1	-6	.	-9	1	8	27	-6	2
CCOC(=O)Cc1csc(NC(=O)/C=C/c2ccco2)n1	-13	-91	-8	-2	4	-14	-90	3	-6	-31	-1
Cc1ccc(-c2nc(C=Nc3ccccc3)c(O)o2)cc1	-10	-238	-3	-37	-2	-100	-214	-26	3	-42	1
CCN(CC)C(=O)C1CCN(Cc2ccc(OCc3ccccc3)cc2)CC1	12	-5	-4	-3	6	-7	5	3	-8	-8	4
Cc1ccc(SC(C)c2nc(-c3ccncc3)no2)cc1 (stereo unspecified)	2	-19	9	.	-12	3	-11	16	-11	5	-5
O=C(/C=C/c1ccc(F)cc1)Nc1ccc(S(=O)(=O)N2CCOCC2)cc1	17	5	3	.	-3	-20	-9	4	-11	-7	2
CN(C(=O)CC1C(=O)NCCN1Cc1ccccc1F)C1CCOCC1 (stereo unspecified)	0	4	6	-6	9	1	-3	6	-22	-5	3
COc1ccc(OC)c(NC(=O)COC(=O)[C@H](Cc2ccccc2)NC(=O)c2ccco2)c1	1	5	-2	-2	.	-22	16	3	0	7	.
NC(=O)c1nsc(C(=O)N(c2cccc(O)c2)C(C(=O)NC2CCCC2)c2ccc(Cl)cc2)c1N (stereo unspecified)	3	4	6	-7	-9	2	31	-5	3	7	-1
CCN1CCN(S(=O)(=O)c2ccc(Cl)c(C(=O)N(C)Cc3ccco3)c2)CC1	-4	18	-8	-6	-14	11	-2	-29	-7	-7	.
O=C(NCCCN1CCOCC1)c1ccc(Cl)c([N+](=O)[O-])c1	4	6	9	-2	16	7	0	24	-10	.	-2
O=C(NCC(=O)N1CCOCC1)c1ccc(Br)o1	-6	-23	8	-5	0	0	-14	-31	15	4	-7
Nc1ccc(N2CCN(CCCCN3C(=O)C4CCCN4C3=O)CC2)cc1 (stereo unspecified)	-6	22	-14	-5	2	18	-8	-19	8	0	10
Cc1ccc(C[n+]2cc(-c3ccc(Cl)cc3)n3c2CCC3)cc1	1	10	-11	3	-4	-8	7	12	-28	40	-2
Cc1nnc(SCC(=O)Nc2nc(-c3ccc(F)cc3)cs2)[nH]c1=O	17	-38	-2	-4	1	-64	-5	-20	-13	-7	2
Cc1cc(NC(=O)CSc2nc3ccsc3c(=O)n2NC(=O)c2ccccc2)no1	13	-129	-5	-2	-4	-42	-92	-3	-1	-6	0
CC1CCCCN1S(=O)(=O)c1ccc2c(c1)CCN2C(=O)C1CCC1 (stereo unspecified)	-22	18	5	.	-13	-28	19	16	21	0	5
CCOC(=O)C1(C)C=C(Nc2ccc(C)cc2)C(=O)N1c1ccc(C)cc1 (stereo unspecified)	-6	8	-2	-5	-4	-2	10	-1	10	-6	2
CCc1ccc(C(=O)COC(=O)c2ccc(Cl)nc2)cc1	-1	-86	4	5	-14	-68	-74	-36	-7	-41	1
COC(=O)C1C(O)=C(C=NC2CCCCC2)C(=O)CC1(C)C (stereo unspecified)	0	9	-6	.	26	-28	8	-38	9	-4	3
CCN=C1NN=C(c2cc(C)n(CCc3ccccc3)c2C)CS1	-15	-14	4	-2	-5	19	-32	-61	4	-9	.
CCCCCC(CC(=O)NO)C(=O)NC(C(=O)N1CCCC1CO)C(C)C (stereo unspecified)	13	-6	0	-6	-1	6	-6	-20	-18	-1	0
Cc1ccc(-c2ccc(C)c(N)c2C)c(C)c1N	9	8	0	-5	-5	10	-6	-1	-7	17	2
COCCN1C(=O)N[C@@H](c2cccc(C(F)(F)F)c2)[C@H](C(C)=O)[C@H]1C	-8	10	-1	-6	10	-28	16	-6	7	5	5
CCN(CC)C(=O)c1ccc(-c2nnc(Nc3cccc(O)c3)c3ccccc23)cc1	-2	20	-6	-17	-22	-10	19	15	37	1	-1
COC(C[C@H](O)C[C@H](O)[C@H](C)OCc1ccccc1)OC	10	10	3	-8	-1	-2	-14	-7	-1	3	1
Cc1oc(-c2cccc(F)c2)nc1CN(Cc1ccccc1)C[C@@H]1CCC(=O)N1	10	14	3	0	6	8	14	8	-6	5	1
COc1nc(Nc2ccc3c(c2)OCO3)nc(OC)n1	6	-86	2	-6	6	-4	-7	-12	8	-20	1
COCc1cc(=O)[nH]c(Nc2nc3ccc(C)cc3o2)n1	6	-113	-5	.	8	45	-74	62	-18	5	-2
CCN(CC)c1ccc(/C=C2/C(=O)c3ccc(C(=O)O)cc3C2=O)cc1	-12	-42	-9	-17	1	-18	-214	-97	-8	-55	0
Nn1c(SC/C=C/c2ccccc2)nnc1-c1ccncc1	-4	5	-8	-11	10	5	11	4	16	10	0
NNC(=O)c1cccc(COCC(F)(F)C(F)F)c1	-3	19	-1	8	2	-1	11	1	5	11	2
CCOc1ccc(CCNC(=O)COC(=O)c2ccc[nH]c2=O)cc1OCC	-19	10	-2	-3	10	-41	-6	4	-3	8	.
CCCC(=O)Nc1c(-c2ccc(C)cc2)c(=O)c2ccccc2n1C	-9	15	-15	-4	-9	-19	8	-9	14	-11	.
CCN(CC)c1ccc(/C=N/N2CCN(c3ccccn3)CC2)cc1	-7	12	-5	3	-8	-34	9	3	0	-8	-5

Ordered by value in PDI inh (smallest number first): 3 of the compounds above.
smiles,HIF-2a block,PDI inh,CaV13 ICDI inh,Vif imaging,NR2E3 ag-1,Peg3 promoter,Shn3 3UTR inh,CF NFkB inh,TRPM1 prom inh,NR2E3 ag-2
Nn1c(SC/C=C/c2ccccc2)nnc1-c1ccncc1,5,-8,-11,10,5,11,4,16,10,0
Cc1ccc(-c2ccc(C)c(N)c2C)c(C)c1N,8,0,-5,-5,10,-6,-1,-7,17,2
COC(C[C@H](O)C[C@H](O)[C@H](C)OCc1ccccc1)OC,10,3,-8,-1,-2,-14,-7,-1,3,1

Further results.
SMILES	KKLEB tox	HIF-2a block	PDI inh	CaV13 ICDI inh	Vif imaging	NR2E3 ag-1	Peg3 promoter	Shn3 3UTR inh	CF NFkB inh	TRPM1 prom inh	NR2E3 ag-2
C=CCn1c(SCC(=O)NCC2CCCO2)nc2sc(C)c(C)c2c1=O (stereo unspecified)	0	9	-2	-3	1	-15	10	4	-6	-1	-1
CN(CC(=O)Nc1ccc(C#N)cc1)CC(=O)Nc1ccc(N2CCOCC2)cc1	2	12	-4	-4	-6	-1	-1	21	1	6	-5
CC(C)C(=O)Nc1ccc(-c2nc3cccnc3o2)cc1	10	-23	8	-5	3	-185	-109	-67	-23	-21	1
CNc1nnc(-c2ccc(C)cc2)c2ccccc12	3	-1	-6	-6	-1	25	1	9	-1	-3	1
CCCCNC(=S)NNC(=O)C12CC3CC(CC(C3)C1)C2	-11	-8	1	-2	2	-2	6	17	8	7	0
CCCC(=O)N(CC(=O)Nc1sc(C)c(C)c1C(N)=O)Cc1ccccc1	2	7	1	-6	-5	4	5	-17	-6	.	2
CC(=O)c1ccc(NC(=O)CCC(=O)N2CC(C)Oc3ccc(C)cc32)cc1 (stereo unspecified)	11	10	-8	-7	2	4	8	-14	-8	4	-4
O=C(Cc1ccc(Cl)cc1)Nc1cccc2ncccc12	4	0	12	-3	-2	-2	10	2	-19	-12	3
CCN1CCN(S(=O)(=O)c2ccc(Cl)c(C(=O)NC3CCCC3)c2)CC1	-2	17	-2	-5	-4	2	5	-34	2	-8	-3
CCOc1ccccc1NC(=O)C(OC(=O)c1ccc(O)cc1)c1ccccc1 (stereo unspecified)	0	-3	-4	-3	3	-11	29	14	36	21	-3
Cc1ccccc1-n1cc(CNCc2c(C(=O)N(C)C)nc3ccc(Cl)cn23)cn1	-6	8	3	0	-2	0	1	18	-1	1	2
COCCN(C(=S)Nc1ccc(OC)c(Cl)c1)C1CCN(C(C)=O)CC1	0	-7	-10	-17	10	-4	6	9	1	.	.

Some of the entries so far, as labelled records.
CC(=O)c1ccc(NC(=O)CCC(=O)N2CC(C)Oc3ccc(C)cc32)cc1 (stereo unspecified)
  KKLEB tox = 11	HIF-2a block = 10	PDI inh = -8	CaV13 ICDI inh = -7	Vif imaging = 2	NR2E3 ag-1 = 4	Peg3 promoter = 8	Shn3 3UTR inh = -14	CF NFkB inh = -8	TRPM1 prom inh = 4	NR2E3 ag-2 = -4

O=C(Cc1ccc(Cl)cc1)Nc1cccc2ncccc12
  KKLEB tox = 4	HIF-2a block = 0	PDI inh = 12	CaV13 ICDI inh = -3	Vif imaging = -2	NR2E3 ag-1 = -2	Peg3 promoter = 10	Shn3 3UTR inh = 2	CF NFkB inh = -19	TRPM1 prom inh = -12	NR2E3 ag-2 = 3

CCN1CCN(S(=O)(=O)c2ccc(Cl)c(C(=O)NC3CCCC3)c2)CC1
  KKLEB tox = -2	HIF-2a block = 17	PDI inh = -2	CaV13 ICDI inh = -5	Vif imaging = -4	NR2E3 ag-1 = 2	Peg3 promoter = 5	Shn3 3UTR inh = -34	CF NFkB inh = 2	TRPM1 prom inh = -8	NR2E3 ag-2 = -3

CCOc1ccccc1NC(=O)C(OC(=O)c1ccc(O)cc1)c1ccccc1 (stereo unspecified)
  KKLEB tox = 0	HIF-2a block = -3	PDI inh = -4	CaV13 ICDI inh = -3	Vif imaging = 3	NR2E3 ag-1 = -11	Peg3 promoter = 29	Shn3 3UTR inh = 14	CF NFkB inh = 36	TRPM1 prom inh = 21	NR2E3 ag-2 = -3
